S1P4 antag: blocks the human S1P4 receptor; O95977; S1P4-expressing cells, antagonist mode, reporter read-out; inhibition, % at 4.98 µM; 220,000 compounds, 0.26% hits; in the data active means inhibition above about 29%;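 further: 0% = wells stimulated with agonist and 100% = vehicle wells without agonist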
Target sequence (O95977 whole entry, looked up): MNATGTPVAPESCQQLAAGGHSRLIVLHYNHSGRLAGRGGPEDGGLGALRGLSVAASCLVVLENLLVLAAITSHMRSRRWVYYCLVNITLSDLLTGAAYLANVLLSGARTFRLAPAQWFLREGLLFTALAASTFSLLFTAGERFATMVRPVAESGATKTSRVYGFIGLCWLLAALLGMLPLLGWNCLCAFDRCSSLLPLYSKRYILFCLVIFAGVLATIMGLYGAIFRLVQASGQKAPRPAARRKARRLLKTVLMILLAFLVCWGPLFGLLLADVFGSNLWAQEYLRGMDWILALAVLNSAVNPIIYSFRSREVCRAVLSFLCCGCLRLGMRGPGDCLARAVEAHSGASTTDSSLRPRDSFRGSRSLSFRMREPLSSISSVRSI
Ba/F3 V617F tox: reduce viability of Ba/F3 cells dependent on JAK2V617F. 220,000 compounds, 1.1% hits. AID 1446. inhibition, % at 5.6 µM. Ba/F3 EpoR-JAK2V617F viability, ATP luminescence;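 active means inhibition above the campaign mean plus 3 SD over all tested compounds, cut at about 24% in these data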;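 further: cytokine-independent growth of Ba/F3 cells driven by EpoR plus mutant JAK2; 0% = DMSO-treated cells and 100% = JAK inhibitor I control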
PERK inh: human PERK inhibition, primary cell-based screen; 220,000 compounds, 0.17% hits; inhibition, % at 5.6 µM; CHO PERK-DD fusion, SEAP luminescence translation reporter; AID 1416;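 active means inhibition above the mean inhibition of all tested compounds plus 3 SD, set separately per screening campaign, cut at about 2.9% in these data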;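 further: PERK kinase domain activated by AP20187 dimerizer at 100 nM; 0% = DMSO with dimerizer and 100% = rapamycin at 8.4 µM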
Wee1 stabilizer: inhibitors of human Wee1 degradation | P30291 | HeLa Luc-Wee1K328M stability, luciferase luminescence; 100% = proteasome inhibitor MG132 effect | reporter increase, % at 5 µM | 220,000 compounds, 1.2% hits | AID 1321;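 active means activation above the mean of all tested compounds plus 3 SD, set per screening run, cut at about 8.8% in these data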;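 further: cells exposed to compound for 20 h before luminescence read; 0% = DMSO alone and 100% = MG132 at 30 µM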
Target sequence (P30291 whole entry K328M): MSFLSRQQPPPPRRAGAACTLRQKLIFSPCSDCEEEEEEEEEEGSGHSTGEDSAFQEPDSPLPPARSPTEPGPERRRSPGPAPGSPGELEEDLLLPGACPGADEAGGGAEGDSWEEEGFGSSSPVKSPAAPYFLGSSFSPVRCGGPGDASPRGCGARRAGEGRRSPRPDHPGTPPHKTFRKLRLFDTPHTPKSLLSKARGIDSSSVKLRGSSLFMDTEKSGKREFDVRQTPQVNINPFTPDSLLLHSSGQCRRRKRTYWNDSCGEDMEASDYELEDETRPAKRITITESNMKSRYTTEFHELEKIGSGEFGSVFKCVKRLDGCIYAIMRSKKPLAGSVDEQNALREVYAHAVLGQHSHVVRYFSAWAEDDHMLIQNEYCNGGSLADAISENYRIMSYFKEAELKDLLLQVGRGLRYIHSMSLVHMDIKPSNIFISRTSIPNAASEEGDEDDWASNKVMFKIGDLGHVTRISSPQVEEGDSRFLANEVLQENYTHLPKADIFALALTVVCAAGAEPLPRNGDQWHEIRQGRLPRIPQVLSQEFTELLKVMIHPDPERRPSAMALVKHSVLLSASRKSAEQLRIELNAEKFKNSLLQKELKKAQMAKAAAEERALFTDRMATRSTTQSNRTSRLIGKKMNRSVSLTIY
S1P4 agonist: agonists of human S1P4 receptor | S1P4-expressing cell line, agonist reporter assay | activation, % at 4.98 µM | 220,000 compounds, 0.35% hits | AID 1509; in the data active means activation above about 11%;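 further: 0% = DMSO vehicle and 100% = reference agonist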
NPY2 pot ag: potentiates or activates human NPY-Y2 receptor | cells expressing NPY-Y2, potentiator/agonist read-out | AID 1359 | activation, % at 3.6 µM | P49146 | 220,000 compounds, 0.45% hits; in the data active means activation above about 27%;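 further: cells stimulated with NPY near EC25 plus isoproterenol at EC100; 0% = vehicle plus submaximal agonist and 100% = vehicle plus saturating agonist; some results beyond the cut were filed as inactive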
Mdm2 ligase inh: blocks human Mdm2 ubiquitin ligase activity. Q00987. cell-based MDM2 ubiquitination luciferase reporter, 2 h; 0 = plate control, 100 = twice control, blank-subtracted. signal enhancement, % at 5 µM. 210,000 compounds, 0.11% hits. AID 1230;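 active means signal enhancement of 30% or more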;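 further: luminescence tracks abundance of the self-degrading MDM2-luciferase fusion protein; higher signal means inhibition of MDM2 E3 ligase activity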
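Test system: mammalian cells stably expressing self-ubiquitinating, self-degrading MDM2 E3–luciferase fusion; Amount: 2000 cells in each well; Medium: DMEM; Schedule: 4 h settle plus 2 h compound, 37 °C; Technique: SteadyLite luciferase luminescence after 15 min room-temperature reagent incubation; Benchmarks: plate control and blank wells.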
eIF4E 4G PPI: inhibitors of eIF4E and eIF4G interaction in translation initiation; TR-FRET eIF4E-eIF4GI(517-606) binding, 2 h; 220,000 compounds, 0.37% hits; inhibition, % at 21.7 µM; P63073+Q04637; AID 782;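 active means inhibition above about 30%, limit read from the data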;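 further: 0% = full FRET control wells and 100% = background wells lacking eIF4GI fragment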
BaF3 tox: parental Ba/F3 viability inhibition as JAK2V617F counter-screen; 220,000 compounds, 1.1% hits; CellTiter-Glo ATP luminescence; AID 1486; inhibition, % at 5.6 µM;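 active means inhibition above a per-campaign cutoff, the mean inhibition of all tested compounds plus 3 SD, cut at about 27% in these data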;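 further: 0% = DMSO wells and 100% = JAK Inhibitor I control wells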
* = called active by the depositor; . = not tested or not shown; [ ] = dose if it differs, or a comment.

The line under a structure holds: S1P4 antag | Ba/F3 V617F tox | PERK inh | Wee1 stabilizer | S1P4 agonist | NPY2 pot ag | Mdm2 ligase inh | eIF4E 4G PPI | BaF3 tox
- Cc1ccc2nc(C(C)O)[nH]c2c1 (centres undefined)
  -23 | -1 | 0.8 | 9.5* | -0.2 | -5 | 4 | -5[fluorescence artefact?] | -1
- O=C1CCCc2ccccc2N1Cc1ccc(Cl)cc1Cl
  1 | 2 | 0.2 | 0 | -3.1 | 4 | -30 | 5 | 6
- Cc1occc1-c1nnc(SCC(=O)c2ccccc2)n1CC1CCCO1 (centres undefined)
  -2 | 2 | -1.7 | -1 | 0.2 | 2 | 5 | -3 | 0
- CN(C)CCSc1nnc2sc3ccccc3n12
  -17 | -1 | 0.3 | 1 | -0.5 | 0 | -2 | -1[fluorescence artefact?] | 4
- COc1ccc(N2CCN(CCNC(=O)Nc3ccc(Cl)cc3)CC2)cc1
  -2 | 1 | -2.1 | 3 | 0.7 | 15 | -6 | 1 | 8
- CN1C(=O)S/C(=C\c2ccc(-n3cncn3)cc2)C1=O
  6 | 3 | 1.0 | -1 | 2.8 | -27 | -5 | 2 | 8
- N#Cc1c(SCC(=O)OCc2ccccc2)nsc1SCC(=O)OCc1ccccc1
  -7 | -4 | 0.4 | -1 | 2.0 | -2 | -17 | 5 | 0
- Cc1nn(CCC#N)c(C)c1Oc1ccccc1O
  4 | -2 | 0.6 | -1 | 2.4 | -6 | . | -11 | -2
- COc1cccc(-c2nc(-c3ccccn3)no2)c1
  0 | 5 | 0.2 | -5 | 0.5 | 11 | -94 | 1[fluorescence artefact?] | 7
- CC(C)C(=O)NC(CC(=O)O)c1ccccc1 (centres undefined)
  -29 | 1 | 0.4 | 5 | 2.0 | -3 | -78 | 3 | 2
- Cc1ccc(CN(C(=O)Cc2cccs2)C(C(=O)NC2CCCC2)c2ccncc2)cc1 (centres undefined)
  3 | 0 | -0.6 | 0 | 0.2 | -9 | 11 | 5[fluorescence artefact?] | 4
- O=C(O)c1cc([N+](=O)[O-])ccc1NCCc1ccccc1
  2 | -4 | -0.1 | -2 | -1.9 | -8 | -2 | -2 | -2
- O=C(NC1(C(F)(F)F)OCCO1)c1ccc(F)cc1
  -9 | 0 | 1.2 | 5 | 1.9 | -1 | -7 | 1 | 7
- COCCn1nnnc1CN1CCC(O)(c2cccc(C(F)(F)F)c2)CC1
  -9 | 0 | 0.4 | 0 | -1.4 | 2 | -9 | -12[fluorescence artefact?] | 4
- O=C(CN(C(=O)CNC(=O)c1ccco1)c1ccc(Cl)c(Cl)c1)NC1CCCCC1
  3 | 3 | -0.5 | 4 | -1.8 | 0 | 3 | 0 | 5
- COc1ccc(-c2nn(-c3ccccc3)cc2/C=N/Nc2ccccn2)cc1
  -3 | -4 | 0.1 | 0 | 1.7 | 13 | -14 | -1 | -1
- COCCCNC(=S)Nc1cccc(S(=O)(=O)NC2=NCCC2)c1
  -10 | 2 | 0.3 | -1 | 1.2 | -2 | -10 | 1 | 6
- CSc1ccccc1NC(=O)COc1ccccc1Cl
  -7 | 2 | 0.4 | 3 | -1.8 | -25 | -10 | 3 | 8
- Cc1c(/C=N\NC(=O)C2COc3ccccc3O2)c2ccccc2n1C (centres undefined)
  -4 | 78* | 0.1 | 1 | 1.6 | -4 | -10 | -5 | 76*
- N=c1c(C(=O)NCc2ccco2)cc2c(=O)n3ccccc3nc2n1Cc1ccc(Cl)cc1
  16 | 7 | -0.8 | 9 | 6.1 | -25 | -22 | . | 9
- CCOc1ccc(NS(=O)(=O)c2ccc(SC)cc2)cc1
  -10 | 1 | 0.3 | -1 | -0.9 | -14 | -5 | 8 | 4
- COc1ccccc1CN(CC(=O)NCc1ccc2c(c1)OCO2)C(=O)c1ccc2c(c1)OCCO2
  -6 | -4 | -0.6 | -2 | 1.9 | -3 | . | -4[fluorescence artefact?] | 0
- Cc1cccc(NC(=O)Nc2ccccn2)c1C
  -12 | -1 | 0.5 | -2 | -0.1 | -2 | -13 | 6 | 1
- COc1ccc(OC)c(NS(=O)(=O)c2cc(OC)ccc2OC)c1
  -16 | 4 | -0.1 | 3 | -0.5 | -11 | 13 | -14 | -2
- c1ccc(-c2nnc(SCc3nc4ccccc4[nH]3)n2Cc2ccco2)nc1
  -28 | -2 | 0.0 | 0 | 0.9 | 9 | 15 | -3 | 3
- Cc1oc2c(c1C(=O)NCc1cc(C(=O)O)co1)CCCC2
  -6 | -2 | 0.1 | -2 | -2.0 | 14 | -1 | 1 | 1
- COC(=O)Nc1cc(C)n(-c2ccccc2)n1
  3 | -6 | 1.8 | 3 | -0.7 | -3 | 0 | 5 | 0
- CCOc1cc(NC(=O)c2cnccn2)c(OCC)cc1NC(=O)c1ccc(C)cc1
  -8 | 1 | 0.9 | -1 | 1.3 | -5 | . | . | 4
- COc1cccc(-c2nn(C)c3sc(C(=O)N4CCOCC4)cc23)c1
  -6 | -2 | -0.9 | 0 | -0.8 | 4 | -9 | 1 | 2
- O=C(c1ccc(Cl)s1)N1CCOCC1
  -15 | -1 | 0.2 | -2 | -0.7 | 9 | 10 | 1 | 3
- O=C(c1cc2ccccc2oc1=O)N(Cc1ccco1)C1CCS(=O)(=O)C1 (centres undefined)
  -9 | -1 | 0.0 | 1 | 1.6 | -9 | -31 | 7 | 0
- Cn1c(C(=O)O)c(CC(=O)N2CCC(Cc3ccccc3)CC2)c2ccccc21
  -5 | 9 | -0.2 | -2 | 1.4 | -12 | -3 | 4[fluorescence artefact?] | 1
- O=C1CC(c2ccco2)CC(O)=C1C=Nc1cc(Cl)cc(Cl)c1 (centres undefined)
  4 | -3 | 1.7 | 2 | 3.0 | 0 | -5 | 52* | 1
- Cc1ccccc1Cc1c(C)nc2c(C(=O)NCc3ccco3)cnn2c1C
  16 | 2 | -0.1 | -2 | -0.8 | 20 | -11 | 4 | 8
- Cn1c(CNC(=O)Nc2cccc(Cl)c2)nnc1SCc1ccccc1
  10 | -4 | 1.1 | 0 | -2.2 | 4 | -10 | 0 | 1
- C=CCc1ccccc1OCCNCCCOC
  -16 | -1 | -0.3 | 1 | 1.0 | -10 | -11 | 0 | 0
- Cc1cc(C(F)(F)F)n2nc(C(=O)O)c(Cl)c2n1
  -30 | 2 | -0.1 | -1 | -0.2 | -1 | -9 | 0 | 3
- O=[N+]([O-])c1c(C(Cl)Cl)nn(-c2ccccc2)c1N1CCCC1
  -10 | 0 | 0.2 | -1 | 0.7 | -3 | 2 | 0 | 0
- CCc1nc2sc(C(=O)O)c(N)c2c2c1CCCC2
  -10 | -2 | 0.7 | -1 | 0.4 | -20 | -5 | -3 | -1
- CSC(=S)N/N=C/c1ccc(Br)cc1
  11 | -1 | 0.6 | 1 | 0.6 | -8 | 3 | -1 | 1
- COC(=O)C(CCCCNC(=O)c1ccc([N+](=O)[O-])cc1)NC(=O)c1ccc([N+](=O)[O-])cc1 (centres undefined)
  -4 | 3 | 1.1 | -3 | 0.3 | -6 | -6 | 0[fluorescence artefact?] | 7
- O=C(c1nc2ccccc2s1)N1CCN(c2ccccn2)CC1
  0 | 0 | 0.3 | 0 | 1.2 | -16 | 9 | -3 | 3
- CCn1c(SCc2ccc(F)cc2)nc2c(c1=O)SCC2
  -21 | -5 | -0.1 | -2 | -0.2 | -8 | -10 | -1 | 1
- CC(C)(C)C1CCC(=NNC(=O)C(=O)NC2CCCCC2)CC1 (centres undefined)
  -25 | -3 | 0.8 | -1 | 2.4 | 2 | -6 | 2[fluorescence artefact?] | 2
- NC(=O)Cn1cc(C(=O)COc2ccccc2)c2ccccc21
  0 | -2 | 1.5 | 3 | -1.0 | -2 | -14 | 5 | -3
- COC(=O)COc1cc(OCC(=O)OC)c2c(C)c(Cl)c(=O)oc2c1
  -34 | 1 | -0.3 | 1 | 0.8 | -7 | -8 | 2 | 2
- C=CCn1cc(C(=O)NCCOC)c(=O)c2cc(S(=O)(=O)N(CC)CC)ccc21
  -15 | 5 | 0.1 | 5 | -1.1 | -14 | -21 | 5 | 12
- CCO[C@H]1OC(C(=O)Nc2ccccc2)=C[C@@H](C2CC2)[C@@H]1CCCO
  9 | 0 | 0.3 | 1 | 1.5 | -9 | . | 2 | 2
- Cn1c(CN2CCCCC2)c(C#N)c2ccccc21
  -14 | -4 | 0.2 | -1 | -0.1 | -13 | -4 | 8 | 1
- CCNC(=O)c1cc2c(=O)n3cccc(C)c3nc2n(CCc2ccccc2)c1=N
  0 | -2 | 0.1 | 0 | 0.7 | 23 | -22 | -2 | 4

(more compounds)
The line under a structure holds: S1P4 antag | Ba/F3 V617F tox | PERK inh | Wee1 stabilizer | S1P4 agonist | NPY2 pot ag | Mdm2 ligase inh | eIF4E 4G PPI | BaF3 tox
- O=C1OC(c2ccccc2)/C(=C(/O)c2ccccc2)C1=O (centres undefined)
  2 | -3 | 0.8 | -1 | -3.0 | 62* | -16 | -4 | 3
- CC(C)CCn1c(SCCc2ccccc2)nc2c1c(=O)[nH]c(=O)n2C
  -24 | -3 | -0.9 | -1 | 0.0 | -11 | 0 | -7 | 0
- O=C(NCCN1CCN(c2ccccc2)CC1)c1cccn2c(=O)c3ccccc3nc12
  -5 | -1 | -0.9 | 3 | 3.2 | -9 | -5 | 2 | 3
- CN(CCC1CCCCO1)C(=O)CCc1nnc(CCCCc2ccccc2)o1 (centres undefined)
  -5 | -2 | -0.2 | -1 | -0.1 | 9 | -5 | 1 | 0
- O=C(Cc1ccc([N+](=O)[O-])cc1)NCc1ccccc1Cl
  -8 | -3 | 0.1 | 1 | -4.0 | -13 | -4 | 2 | 4

An excerpt from above in order of number of heavy atoms, low to high:
The line under a structure holds: S1P4 antag | Ba/F3 V617F tox | PERK inh | Wee1 stabilizer | S1P4 agonist | NPY2 pot ag | Mdm2 ligase inh | eIF4E 4G PPI | BaF3 tox
- Cn1c(CN2CCCCC2)c(C#N)c2ccccc21
  -14 | -4 | 0.2 | -1 | -0.1 | -13 | -4 | 8 | 1
- O=C1OC(c2ccccc2)/C(=C(/O)c2ccccc2)C1=O (centres undefined)
  2 | -3 | 0.8 | -1 | -3.0 | 62* | -16 | -4 | 3
- NC(=O)Cn1cc(C(=O)COc2ccccc2)c2ccccc21
  0 | -2 | 1.5 | 3 | -1.0 | -2 | -14 | 5 | -3
- CCO[C@H]1OC(C(=O)Nc2ccccc2)=C[C@@H](C2CC2)[C@@H]1CCCO
  9 | 0 | 0.3 | 1 | 1.5 | -9 | . | 2 | 2
- CC(C)CCn1c(SCCc2ccccc2)nc2c1c(=O)[nH]c(=O)n2C
  -24 | -3 | -0.9 | -1 | 0.0 | -11 | 0 | -7 | 0
- C=CCn1cc(C(=O)NCCOC)c(=O)c2cc(S(=O)(=O)N(CC)CC)ccc21
  -15 | 5 | 0.1 | 5 | -1.1 | -14 | -21 | 5 | 12
- CCNC(=O)c1cc2c(=O)n3cccc(C)c3nc2n(CCc2ccccc2)c1=N
  0 | -2 | 0.1 | 0 | 0.7 | 23 | -22 | -2 | 4
- O=C(NCCN1CCN(c2ccccc2)CC1)c1cccn2c(=O)c3ccccc3nc12
  -5 | -1 | -0.9 | 3 | 3.2 | -9 | -5 | 2 | 3

Screening data (PubChem)
